IL-2 act: activators of IL-2; IL-2 activation reporter assay, cell-based qHTS; stimulated with anti-CD3/CD4/CD28 beads; in transgenic mouse T cells; activation, % (series mostly up to about 46 µM); 360,000 compounds, 0.065% hits; AID 652025; in the data active = activation above about 50%; inconclusive = mostly about 30% to 49%; also: 0% is about no effect
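First, unstimulated transgenic mouse T cells were exposed to compound for 60 min. Next, anti-CD3/anti-CD4-coated beads with anti-CD28 were added. Finally, after 18 h at 37 degrees C, EGFP and DsRed were imaged.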
WRN helicase inh: WRN helicase (human) inhibition | WRN helicase unwinding, fluorescent forked duplex, kinetic | Potency, µM (top dose mostly 114 µM), without a hit: top-dose activity change, negative = inhibition, hits mostly inhibitors | 360,000 compounds, 0.46% hits; also: potency is read from the fitted curve at half-maximal effect; % is scaled to controls: 0 for no effect and ±100 for the full control effect; nearly all actives have a fitted effect of over 55% in size
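Fluorescence dequenching readout, ex 525 nm/em 598 nm, kinetic mode: forked duplex DNA (100 nM final) with adjacent fluorophore and quencher unwound by WRN (20 nM final) with 2 mM ATP. Compound preincubation 15 min, room temperature.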
GLP-1R agonist: activates the human GLP-1 receptor | AID 624172 | P43220 | Potency, µM (titrated, usually from 45.6 µM), for inactives: top-dose activation, hits mostly activators | 380,000 compounds, 0.007% hits | HEK293 GLP-1R CRE-luciferase, luminescence, 4-6 h; cells express a hypersensitive GLP-1R form; also: potency is read from the fitted curve at half-maximal effect; % of control where 0% means no effect
GLP1R inv ag: inverse agonists of human GLP-1 receptor. HEK293 GLP-1R CRE-luciferase, luminescence, 24 h; GLP-1R form is constitutively active. Potency, µM (top dose mostly 38.3 µM), inactives show top-dose activity change, negative = inhibition, usual class: inhibitors. 410,000 compounds, 1.6% hits; also: potency is read from the fitted curve at half-maximal effect; % is scaled to controls: 0 for no effect and ±100 for the full control effect; nearly all actives have a fitted effect of over 55% in size
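Cells are plated, allowed 12 hours at 37 deg C, then treated with compounds for 24 hr before luciferase detection reagent is added and luminescence is read after 12 min at room temperature. The HEK293 line carries constitutively active GLP-1R with a cAMP-responsive reporter.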
GLP1R cytotox: cytotoxic in the GLP-1 receptor inverse agonist counter-screen | 410,000 compounds, 0.13% hits | AID 624418 | HEK293 cAMP-luciferase reporter cells, luminescence, 24 h | Potency, µM (titrated, usually from 38.3 µM), for the others: at the highest dose activity change, negative = inhibition, usual class: inhibitors;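 also: loss of luciferase light is scored as toxicity; potency is read from the fitted curve at half-maximal effect; % is scaled to controls: 0 for no effect and ±100 for the full control effect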
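Here, cytotoxicity is scored as loss of luminescence. The MLSMR collection was tested on cells seeded in medium containing 10% Nu serum, with a 24 hr compound exposure preceded by 12 hours of culture.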
PI5P4K alpha inh: blocks human PI5P4K alpha kinase activity. P48426. PI5P4Kalpha enzyme, ADP-Glo luminescence, 60 min; hits give low values. max response, %. 330,000 compounds, 1.2% hits; active = max response of -50% or lower; inconclusive = between -30% and -50%; inactive = -30% or higher; also: value at the top dose of about 77 µM; % is scaled to controls: 0 for no effect and ±100 for the full control effect
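Single end-point luminescence (ADP-Glo) quantified ADP from PI5P4Kalpha turnover; ATP 5 microM final, 1 h at RT, 0.1% CHAPS and 0.28 mM EGTA in HEPES pH 7.4.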
PLK1 PBD block: inhibitors of human PLK1 polo-box domain binding; P53350; Plk1 PBD binding of FITC phosphopeptide, fluorescence polarization; Potency, µM, inactives show max response, negative = inhibition, most hits filed as inhibitors; 360,000 compounds, 2.8% hits; also: potency is read from the fitted curve at half-maximal effect; series mostly up to about 57 µM; % is scaled to controls: 0 for no effect and ±100 for the full control effect; nearly all actives have a fitted effect of over 65% in size
Target sequence (P53350 whole entry, looked up, the tested form may be a part): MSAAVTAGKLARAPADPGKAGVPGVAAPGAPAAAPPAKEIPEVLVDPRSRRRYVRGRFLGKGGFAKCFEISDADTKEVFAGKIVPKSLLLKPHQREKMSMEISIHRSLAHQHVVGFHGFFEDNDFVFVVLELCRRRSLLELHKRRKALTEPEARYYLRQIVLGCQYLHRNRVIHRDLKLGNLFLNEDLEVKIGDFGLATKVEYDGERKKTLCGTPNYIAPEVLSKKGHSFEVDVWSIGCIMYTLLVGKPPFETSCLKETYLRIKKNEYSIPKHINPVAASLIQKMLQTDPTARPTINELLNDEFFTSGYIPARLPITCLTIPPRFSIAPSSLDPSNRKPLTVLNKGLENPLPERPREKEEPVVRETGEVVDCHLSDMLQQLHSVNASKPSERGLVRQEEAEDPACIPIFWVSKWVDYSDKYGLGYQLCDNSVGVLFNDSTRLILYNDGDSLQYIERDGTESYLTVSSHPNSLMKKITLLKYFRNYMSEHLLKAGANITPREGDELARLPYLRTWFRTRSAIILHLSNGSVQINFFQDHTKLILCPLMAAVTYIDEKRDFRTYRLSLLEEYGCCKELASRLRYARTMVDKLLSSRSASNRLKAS
DRD3 agonist: agonists of human D3 dopamine receptor | P35462 | D3R DiscoveRx beta-arrestin cells, luminescence, 90 min | max activation, % | 410,000 compounds, 0.58% hits | AID 652048; in the data active = max activation above about 30%; also: 0% is about no effect; mostly tested at two doses, the higher about 12 µM
Target sequence (P35462 whole entry, looked up): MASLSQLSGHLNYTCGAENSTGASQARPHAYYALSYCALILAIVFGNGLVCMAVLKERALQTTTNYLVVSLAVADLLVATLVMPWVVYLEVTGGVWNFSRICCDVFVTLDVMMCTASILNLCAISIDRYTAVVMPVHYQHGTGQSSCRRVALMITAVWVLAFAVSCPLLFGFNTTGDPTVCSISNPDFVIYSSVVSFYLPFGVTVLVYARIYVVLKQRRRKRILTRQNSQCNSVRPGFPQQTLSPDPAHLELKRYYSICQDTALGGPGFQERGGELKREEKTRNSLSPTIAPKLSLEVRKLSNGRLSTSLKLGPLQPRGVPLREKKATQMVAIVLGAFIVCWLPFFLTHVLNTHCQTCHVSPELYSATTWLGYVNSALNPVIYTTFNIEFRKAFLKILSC
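Agonist-mode cell screen: cells plated at 1500/well and incubated overnight at 37 °C, then exposed to library compounds for 90 min at 37 °C. Detection reagent was added for 30–60 min at room temperature, and luminescence was read.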
DRD3 antagonist: blocks the human D3 dopamine receptor; P35462; AID 652054; 360,000 compounds, 2.5% hits; D3R cells, DiscoveRx beta-arrestin luminescence, antagonist mode; hits give low values; max response, negative = inhibition, %; in the data active = max response below about -50%; inconclusive = no clear call, values can overlap the other calls; also: % is scaled to controls: 0 for no effect and ±100 for the full control effect; mostly tested at two doses, the higher about 12 µM
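Cells expressing the human receptor were seeded at 1500 cells/well, incubated overnight at 37 degrees C in 5% CO2, then exposed to library compounds with dopamine controls for 90 minutes at 37 degrees C before luminescent detection.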
* marks the source's active call; other numbers are inactive results; u = inconclusive; x = not tested or not shown; [ ] = remark or other dose. Unless noted, calls follow the shape of the dose curve; as a rule, active = well fitted curve in the direction sought with a large enough effect; inconclusive = small, poorly fitted or top-dose-only effect, or another doubt; inactive = no such curve, though single readings can be large; an effect the other way counts as inactive or inconclusive. Compounds were not picked by outcome, and some 7.8% of all compounds hit somewhere here.

[1] O=C(O)[C@@H]1CCCN1c1ncnc2sc3c(c12)CCC3
[2] CCN(CC)S(=O)(=O)c1cc(C(=O)O)ccc1OC
[3] O=C(NCC(c1ccco1)N1CCN(c2ccccc2F)CC1)C(=O)NC1CC1 (configuration not stated)
[4] COc1cc(OC)cc(C(=O)N/N=C(\C)CC(=O)Nc2ccccn2)c1
[5] CCOC(=O)c1c(-c2ccc(C)cc2)csc1NC(=S)NC(=O)c1ccccc1
[6] COc1ccc(Cl)cc1NC(=O)CN1C(=O)CC(C)S(=O)(=O)c2ccccc21 (configuration not stated)
[7] CCCCOc1ccc(/C=N/NC(=O)c2nnn(-c3nonc3N)c2C)cc1
[8] CCc1ccc(OCc2nnc(SCc3ccc(C(=O)O)cc3)o2)cc1
[9] O=C1C=C(O)C(n2cncn2)C(c2ccc3c(c2)OCO3)C1 (configuration not stated)
[10] O=C(C1CCC(=O)N(C2CC2)C1)N1CCN(c2ccccc2Cl)CC1 (configuration not stated)

assay / compound	1	2	3	4	5	6	7	8	9	10
IL-2 act	1.6	8.1	-2.9	1.8	-0.6	3.5	-0.3	-1.6	-3.4	-0.4
WRN helicase inh	2%	7%	-3%	-3%	-14%	-2%	6%	-21%	-2%	2%
GLP-1R agonist	20%	6%	-14%	14%	-11%	6%	2%	2%	-1%	2%
GLP1R inv ag	3%	8%	-27%	u	u	-5%	5%	6%	-3%	-3%
GLP1R cytotox	11%	5%	12%	u	-8%	-4%	-7%	-3%	2%	-2%
PI5P4K alpha inh	2	-5	-1	2	-4	8	-9	3	2	-1
PLK1 PBD block	-4%	1%	-7%	2%	-5%	2%	5%	-18%	-7%	4%
DRD3 agonist	2	-11	7	-26	-3	-4	2	5	2	-8
DRD3 antagonist	7	-16	2	-14	u	3	-10	-29	4	0

[11] COC(=O)c1c(NC(=O)c2ccc([N+](=O)[O-])o2)sc2c1CCN(C(C)C)C2
[12] CCCCC(=O)N/N=C/c1cc([N+](=O)[O-])ccc1N1CCOCC1
[13] CC1(C)CCSC(/C=C/c2ccccc2)=N1
[14] CC(C)c1ccc(NC(=O)C2C3C=CC4(O3)C2C(=O)N(CCN2CCOCC2)C4C(=O)NC2CCCCC2)cc1 (configuration not stated)
[15] C[C@@H]1CN([C@@H](C)CO)C(=O)c2cc(Br)cnc2O[C@H]1CN(C)Cc1cccnc1
[16] Cc1nc(-c2ccc(S(=O)(=O)N(C)Cc3ccccc3)cc2)co1
[17] CCOc1ccc(C(C)NC(=O)Nc2ccc(F)cc2F)cc1 (configuration not stated)
[18] N#Cc1nc(COc2ccccc2F)oc1NCc1ccc(F)cc1
[19] CCOc1ccc(C(=O)NCC(=O)OCC(=O)Nc2nnc(-c3ccccc3)o2)cc1
[20] O=C(C1CC1)N1CCc2cc(Br)cc(S(=O)(=O)N3CCN(c4ccccc4)CC3)c21

assay / compound	11	12	13	14	15	16	17	18	19	20
IL-2 act	-1.4	-0.3	-6.2	-1.3	-2.3	x	0.0	-3.0	-0.5	x
WRN helicase inh	0%	-8%	2%	5%	1%	x	6%	-1%	0%	x
GLP-1R agonist	-5%	16%	-5%	-1%	9%	14%	11%	-2%	-7%	0%
GLP1R inv ag	u	14%	u	-11%	-5%	1%	u	u	6%	0%
GLP1R cytotox	u	6%	u	6%	-23%	-5%	8%	4%	-3%	10%
PI5P4K alpha inh	-1	6	-3	-9	1	x	1	-5	-4	x
PLK1 PBD block	-13%	-9%	2%	-6%	6%	x	-1%	-6%	-10%	x
DRD3 agonist	-4	-2	-22	-2	8	1	-3	4	-2	1
DRD3 antagonist	u	-4	-75*	-5	23	x	7	-28	-6	x

Compounds listed so far that contain fluorine:
[3] O=C(NCC(c1ccco1)N1CCN(c2ccccc2F)CC1)C(=O)NC1CC1 (configuration not stated)
[17] CCOc1ccc(C(C)NC(=O)Nc2ccc(F)cc2F)cc1 (configuration not stated)
[18] N#Cc1nc(COc2ccccc2F)oc1NCc1ccc(F)cc1

assay / compound	3	17	18
IL-2 act	-2.9	0.0	-3.0
WRN helicase inh	-3%	6%	-1%
GLP-1R agonist	-14%	11%	-2%
GLP1R inv ag	-27%	u	u
GLP1R cytotox	12%	8%	4%
PI5P4K alpha inh	-1	1	-5
PLK1 PBD block	-7%	-1%	-6%
DRD3 agonist	7	-3	4
DRD3 antagonist	2	7	-28

(listing goes on)
[21] CC(=O)c1ccccc1OC(=O)c1ccco1
[22] COc1cccc(C2C(C(N)=O)=C(C)Nc3ncnn32)c1 (configuration not stated)
[23] COc1ccc(/C=C/C(=O)c2ccc([N+](=O)[O-])o2)cc1OC
[24] COc1ccccc1NS(=O)(=O)c1cccc(C(=O)NNC(=O)c2ccc(=O)[nH]c2)c1
[25] CCOC(=O)N1CCN(c2ccc(C(=O)CC)cc2F)CC1
[26] O=C1/C(=C\Nc2ccc(Cl)cc2)CCN1c1ncccn1
[27] CC1(C)C(=O)Nc2ccccc2N1C(=O)COC(=O)c1ccc([N+](=O)[O-])o1
[28] C[n+]1cccc(C(=O)Nc2ccccc2)c1
[29] NC(=O)c1c(NC(=O)C2COc3ccccc3O2)sc2c1CCN(Cc1ccccc1)C2 (configuration not stated)
[30] CCN(C(=O)c1cc2c(=O)[nH]c3ccc(C)cc3c2s1)c1ccc(OC)cc1

assay / compound	21	22	23	24	25	26	27	28	29	30
IL-2 act	9.7	x	1.0	0.5	1.2	-0.3	-4.7	-0.2	401*	-2.1
WRN helicase inh	-3%	x	-22%	-4%	0%	-18%	-29%	-2%	6%	-2%
GLP-1R agonist	10%	-2%	-15%	-5%	10%	-10%	0%	1%	3%	13%
GLP1R inv ag	9%	6%	19%	-5%	12%	7%	0%	19%	-14%	7%
GLP1R cytotox	18%	-7%	-9%	-7%	19%	7%	1%	5%	1%	-7%
PI5P4K alpha inh	x	x	-2	10	7	-1	1	0	-2	0
PLK1 PBD block	4%	x	u	5%	-6%	-15%	u	2%	31%[activator]	-12%
DRD3 agonist	0	-14	-29	4	7	-3	-26	1	-13	1
DRD3 antagonist	22	x	u	28	29	-4	u	-11	-9	-13

[31] Cc1ccc(C(=O)NN2C(=O)C3C(C2=O)C2C=CC3C23CC3)cc1 (configuration not stated)
[32] Nc1nc(-c2ccccc2)c(N=Nc2ccc(Cl)cc2)s1
[33] CCOc1cc(C(=O)N/N=C/C(Br)=C/c2ccccc2)cc(OCC)c1OCC
[34] CNC(=O)c1ccccc1NC(=O)c1cccc(S(=O)(=O)N2CCC(C)CC2)c1
[35] O=C(O)c1nc(N2CCOCC2)nc(N2CCOCC2)n1
[36] Cc1ccc(NC(=O)COn2nnc3ccc(S(=O)(=O)N(C)C)cc32)cc1F
[37] Cc1ccc(C(=O)N(c2ccccn2)C(C)c2ccco2)cc1 (configuration not stated)
[38] COc1ccc(C2CCc3cc(OC)c(OC)cc3C2NC=O)cc1OC (configuration not stated)
[39] Cc1nc(NC(=O)c2csc3ccccc23)sc1C
[40] CCc1ccc(C(=O)Cn2ncc(Cl)c(Cl)c2=O)cc1

assay / compound	31	32	33	34	35	36	37	38	39	40
IL-2 act	-0.1	0.0	-5.6	0.0	-2.6	-0.3	-0.6	-1.5	-3.4	-0.4
WRN helicase inh	3%	-11%[57.1 µM]	1%	-9%	-7%	-8%	-1%	12%	-5%	-10%[11.6 µM]
GLP-1R agonist	-4%	-16%	u	9%	-2%	1%	12%	1%	-9%	-12%
GLP1R inv ag	-5%	23%	8%	-21%	0%	u	3%	28%	0%	u
GLP1R cytotox	1%	10%	u	5%	0%	u	6%	3%	-19%	u
PI5P4K alpha inh	1	3	-1	-1	x	-1	-2	-8	x	u
PLK1 PBD block	-11%	u	-7%	1%	-1%	2%	-2%	6%	-4%	-17%
DRD3 agonist	5	-4	-10	2	-6	2	0	-7	3	-15
DRD3 antagonist	-17	-10	-6	2	-24	15	8	-20	-14	-8

[41] CCN(CC)C(=O)C(=O)c1cccn1-c1ccccc1C#N
[42] COc1ccc(C(=O)N(C)C2(C)CCS(=O)(=O)C2)cc1OC (configuration not stated)
[43] O=C(CSc1ccc(Br)cc1)N1CCN(C(=O)c2ccco2)CC1
[44] CCCCSCCCNC(=O)c1cn(CC)c2ccc(S(=O)(=O)N3CCCCCC3)cc2c1=O
[45] Nc1ccc(-c2ccc(N)c([N+](=O)[O-])c2)cc1[N+](=O)[O-]
[46] CCC(C)(c1nnnn1-c1c(C)cccc1C)N(N=O)c1ccccc1Cl (configuration not stated)
[47] O=C(CNC(=O)c1ccc(Cl)cc1Cl)OCCOc1ccccc1

assay / compound	41	42	43	44	45	46	47
IL-2 act	7.5	1.1	-0.2	x	0.0	-0.1	-6.0
WRN helicase inh	3%	6%	11%	x	-19%	-30%	-6%
GLP-1R agonist	2%	10%	11%	0%	-6%	-3%	-2%
GLP1R inv ag	1%	20%	7%[7.66 µM]	2%	11%	7.9µM*	17%
GLP1R cytotox	-10%	1%	9%[7.66 µM]	-6%	2%	-6%	2%
PI5P4K alpha inh	1	1	1	x	-10	-1	-3
PLK1 PBD block	5%	-9%	-17%	x	-23%	-8%	4%
DRD3 agonist	-3	9	2	-3	-5	-2	9
DRD3 antagonist	4	-11	-4	x	u	-13	10

Bioassay records as filed in PubChem.
